EPAC1 agonist: agonists of human EPAC1; O95398; EPAC1 agonist qHTS, biochemical assay; response scale: 100% = response to 6.5 mM cAMP; Potency, µM (highest dose often 154 µM), for inactives: at the top dose activation, most hits filed as activators; 360,000 tested, 0.073% active; also: nearly all actives have a fitted effect of over 60% in size
Target sequence (O95398 whole entry, looked up): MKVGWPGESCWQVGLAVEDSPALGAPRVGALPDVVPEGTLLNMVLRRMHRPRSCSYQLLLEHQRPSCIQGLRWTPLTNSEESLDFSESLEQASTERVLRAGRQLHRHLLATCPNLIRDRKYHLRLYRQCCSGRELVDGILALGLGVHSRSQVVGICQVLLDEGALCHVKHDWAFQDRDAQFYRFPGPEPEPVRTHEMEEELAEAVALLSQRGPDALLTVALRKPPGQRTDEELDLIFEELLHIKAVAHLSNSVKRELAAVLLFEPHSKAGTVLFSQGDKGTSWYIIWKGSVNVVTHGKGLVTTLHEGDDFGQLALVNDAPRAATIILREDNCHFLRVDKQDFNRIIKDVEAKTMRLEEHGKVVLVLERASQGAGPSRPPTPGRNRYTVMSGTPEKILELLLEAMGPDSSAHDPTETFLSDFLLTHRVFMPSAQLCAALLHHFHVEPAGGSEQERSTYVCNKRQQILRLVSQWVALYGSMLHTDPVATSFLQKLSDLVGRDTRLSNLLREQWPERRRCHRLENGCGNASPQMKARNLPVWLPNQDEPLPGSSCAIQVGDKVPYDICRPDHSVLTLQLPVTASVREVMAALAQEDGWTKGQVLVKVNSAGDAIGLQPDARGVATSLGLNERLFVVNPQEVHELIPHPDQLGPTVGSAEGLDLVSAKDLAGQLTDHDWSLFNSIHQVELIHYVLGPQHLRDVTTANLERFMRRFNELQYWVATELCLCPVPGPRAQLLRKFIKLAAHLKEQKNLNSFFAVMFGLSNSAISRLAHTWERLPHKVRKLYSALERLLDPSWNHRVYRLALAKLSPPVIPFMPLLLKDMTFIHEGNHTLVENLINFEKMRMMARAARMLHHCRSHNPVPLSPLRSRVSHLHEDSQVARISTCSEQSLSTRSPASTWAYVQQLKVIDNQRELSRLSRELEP
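Multi-concentration qHTS readout: loss of Rap1B-bound BODIPY-GDP fluorescence driven by 100 nM EPAC1 with excess GDP (50 uM), monitored kinetically at room temperature; agonist response expressed relative to 6.5 mM cAMP.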
aSyn rescue: rescues yeast growth from alpha-synuclein toxicity | 370,000 tested, 0.14% active | AID 652106 | Yeast expressing alpha-synuclein, growth rescue, BacTiter-Glo, 24 h | Potency, µM (doses to about 46.1 µM), for the others: at the highest dose growth rescue (activation), hits mostly activators; also: % of control where 0% means no effect; nearly all actives have a fitted effect of over 65% in size
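Rescue of yeast growth: cells expressing toxic alpha-synuclein, induced in galactose at OD600 0.02, incubated with compound 24 h at 30 C. ATP luminescence quantified growth; inhibitors of toxicity appear as activators.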
EPAC2 antagonist: antagonists of human EPAC2 | Q8WZA2 | EPAC2 GEF exchange of Rap1B-BODIPY-GDP, fluorescence | Potency, µM (series often up to 114 µM), for inactives: at the highest dose activity, negative = inhibition, actives largely listed as inhibitors | 360,000 tested, 0.18% active | AID 720708; also: % is scaled to controls: 0 for no effect and ±100 for the full control effect; nearly all actives have a fitted effect of over 45% in size; many of its hits are not listed in these tables
PTHR1 ag: agonists of human PTHR1 parathyroid hormone receptor | Q03431 | HEK293 GP2 PTHR1 cells, GloSensor cAMP luminescence, 1 h | Potency, µM (highest dose often 115 µM), for the others: at the top dose activation, actives largely listed as activators | 410,000 tested, 0.075% active | AID 743266; also: nearly all actives have a fitted effect of over 55% in size; some results filed as inactive show a strong effect at the top dose; inactives centre near -15; many of its hits are not listed in these tables
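HEK-293-derived GP2 cells expressing PTHR1 and a GloSensor cAMP reporter, 3,000/well, plated overnight, given luciferin plus IBMX (each 0.5 mM as added) for 1 h at 37 °C, then compound for 1 h at 37 °C. Luminescence was read after 15 min at room temperature.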
TDP43 rescue: TDP-43 toxicity inhibition in yeast. 410,000 tested, 1.8% active. Potency, µM (highest dose often 46.1 µM), for inactives: at the highest dose growth rescue (activation), most hits filed as activators. TDP-43 expressing yeast growth rescue, BacTiter-Glo, 24 h; also: % of control where 0% means no effect; nearly all actives have a fitted effect of over 50% in size
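Luminescence from BacTiter-Glo reports growth of TDP-43-expressing yeast after 24 hr at 30 deg C with compound. Cells were raffinose-pregrown to mid-log, then seeded in galactose medium at OD600=0.02.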
EPAC1 antag: antagonists of human EPAC1; Potency, µM (series often up to 115 µM), for inactives: at the top dose activity change, negative = inhibition, usual class: inhibitors; AID 720709; EPAC1 GEF assay, Rap1b-BODIPY-GDP exchange fluorescence; O95398; 360,000 tested, 0.14% active;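 also: plate controls were vehicle for no effect and positive control for full effect; nearly all actives have a fitted effect of over 50% in size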
EPAC2 agonist: agonists of human EPAC2 (RAPGEF4) | EPAC2 activation, biochemical qHTS; response scale: 100% = 6.5 mM cAMP response | Potency, µM (doses to about 154 µM), inactives show top-dose activation, usual class: activators | 360,000 tested, 0.079% active; also: nearly all actives have a fitted effect of over 50% in size
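Compounds were titrated in qHTS against a Rap1B-BODIPY-GDP (250 nM) complex with EPAC2 (100 nM) and GDP (50 uM). BODIPY-GDP release tracked at 480/540 nm over 30 min at room temperature, normalized to 6.5 mM cAMP.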
FUS suppressor: rescues growth of FUS-expressing yeast; S. cerevisiae FUS-expressing, growth rescue, OD600, 24 h; Potency, µM (doses to about 76.6 µM), for inactives: top-dose growth rescue (activation), most hits filed as activators; 390,000 tested, 0.24% active;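 also: plate controls were DMSO vehicle for no effect and reference control for full effect; nearly all actives have a fitted effect of over 55% in size; some results filed as inactive show a strong effect at the top dose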
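Absorbance at 600 nm, taken 24hr after compound addition, measured rescue of FUS-yeast growth at 30C. Induction used 2% galactose with seeding at OD 0.005. Controls: CP55940 from 92uM final, DMSO only.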
* hit, by the source's call; i = inactive; ? = inconclusive; / = no result given; [ ] = remark or other dose. Calls follow the shape of the dose curve; as a rule, active = well fitted curve in the direction sought with a large enough effect; inconclusive = small, poorly fitted or top-dose-only effect, or another doubt; inactive = no such curve, though single readings can be large; an effect the other way counts as inactive or inconclusive. Potency is read from the fitted curve at half-maximal effect. This is a subset; rates above refer to the full screens.

Order of values – EPAC1 agonist | aSyn rescue | EPAC2 antagonist | PTHR1 ag | TDP43 rescue | EPAC1 antag | EPAC2 agonist | FUS suppressor
- O=C(CN1CCC(O)(c2ccc(F)cc2)CC1)NCc1ccc(F)cc1
→ 0% | 0% | 16% | -4%[57.5 µM] | -18% | 16% | 6% | 10%
- Cc1cc(C)nc(-n2nc(C)cc2Nc2ccccc2)n1
→ 0% | 8% | 11% | -21% | ? | 3% | -10% | 13%
- O=S(=O)(Nc1ccc2nc(N3CCOCC3)sc2c1)c1ccccc1
→ 0% | -4% | 7% | -13% | 17% | 20% | -3% | 19%
- CCOC(=O)c1[nH]c2ccccc2c1NC(=O)c1ccc(S(=O)(=O)N2CCCCC2)cc1
→ -1% | -4% | 2% | i | 5% | -6% | 1% | -5%
- Cc1nc(SCC(=O)Nc2ccccn2)n[nH]1
→ 8% | 2% | 3% | i | / | -18% | 1% | 4%
- Cc1occc1-c1nnc(SCC(=O)Nc2ccccc2-c2ccccc2)n1C
→ 5% | 9% | -4% | i | 6% | 1% | -1% | 23%
- COc1cc(OC)cc(-c2sc3ccc(OC)cc3c2-c2ccc(OCCN3CCCCC3)cc2)c1
→ 8% | -54%[inhibitor] | -4% | -18% | 27% | -5% | 13% | ?
- CCOC(=O)c1cnc(-c2ccccc2)nc1-c1ccccc1
→ 9% | -8% | -22% | i | -18% | -4% | 14% | 15%
- CC1=NCCN1CCNC(=O)Nc1cc(C)cc(C)c1
→ -3% | 6% | 19% | -8% | -9%[1.82 µM] | -10% | 3% | 2%
- O=C(CCNC(=O)c1ccc([N+](=O)[O-])cc1)NCCCN1CCCC1=O
→ -3% | 7% | -1% | i | 8% | 3% | 3% | 5%
- O=C1NN(c2ccccc2)C(=O)/C1=C/c1ccc(Sc2ccc(Cl)cc2)o1
→ -1% | -3% | -9% | -4% | -5% | -23% | -2% | 21%
- CCCC(=O)C1=C(c2ccccc2)C(C#N)(C#N)C(C#N)=C1N
→ 7% | 0% | 0% | i | 14% | 1% | 3% | ?
- BrC(=C\c1ccccc1)/C=N/N1CCN(c2ccccc2)CC1
→ 2% | 2% | -20% | -27% | -21% | ? | 16% | 37%
- O=C(Nc1ncc(Cc2ccc(C(F)(F)F)cc2)s1)c1ccc(-c2cccc([N+](=O)[O-])c2)o1
→ 1% | 8% | -1% | -21% | 7% | 5% | 0% | /
- COc1ccc(N(CC(=O)NCCC2=CCCCC2)S(=O)(=O)c2ccc(C)cc2)cc1OC
→ -15% | -3% | -11% | i | -1% | -7% | -19% | 5%
- CCC(C)(C)n1nnnc1CN1CCc2ccccc21
→ -7% | -11% | -2% | i | -4% | 0% | -10% | ?
- C/C(CC(=O)Nc1ccc(Cl)c(C(F)(F)F)c1)=N\NC(=O)c1cnccn1
→ -13% | 3% | -9% | i | 18% | ? | -5% | 14%
- Cc1cccc(NS(=O)(=O)c2cccc(C(=O)NCC(c3ccc(F)cc3)N3CCOCC3)c2)c1 (configuration not stated)
→ 10% | 19% | -2% | -21% | 24% | -7% | 6% | /
- S=C(NCCN1CCOCC1)NC1CCCC1
→ 8% | 2% | -1% | i | -8% | ? | 10% | 4%
- Cc1cc(NC(=O)CCC(=O)N(c2cccc(F)c2)C(C(=O)NC2CCCC2)c2ccccc2)no1 (configuration not stated)
→ -9% | 3% | 15% | -1% | 5% | -9% | -10% | 3%

The listing continues.
Order of values – EPAC1 agonist | aSyn rescue | EPAC2 antagonist | PTHR1 ag | TDP43 rescue | EPAC1 antag | EPAC2 agonist | FUS suppressor
- CCOc1ccc2nc3c(cc2c1)CN(CCOC)C(=NCCOC)S3
→ 11% | 4% | -7% | -45%[inhibitor][57.5 µM] | ? | -9% | 3% | 11%
- COc1cccc(OC)c1C(=O)OCC(=O)NCC1CCCCC1
→ -20% | 2% | -9% | -37%[inhibitor] | ? | 0% | 0% | -6%
- CCOc1ccc(N=C(/C(C(=O)C(=O)N2CCOCC2)=C(/O)c2ccccc2)c2ccccc2)cc1
→ 5% | 9% | -4% | -3% | 8% | 5% | 3% | 30%
- CCSc1ccccc1C(=O)NCCCn1ccnc1
→ -3% | -15% | 11% | i | 6% | 12% | -7% | 9%
- O=C(COC(=O)COc1ccc(Cl)cc1)NCCNC(=O)COC(=O)COc1ccc(Cl)cc1
→ 1% | -3% | 7% | i | -25% | -13% | 2% | 32%
- N#Cc1sc(C(N)=O)c(-c2ccccc2)c1-c1ccccc1
→ 2% | -1% | -6% | -13% | -10% | -17% | 10% | 20%
- CC(C)N1C(=O)C2(OCCCO2)c2cc(Br)ccc21
→ -4% | 7% | -29% | i | 29% | -32% | 12% | -9%
- O=C(Nc1cccc(Cl)c1Cl)c1ccccc1NC(=O)C1CC=CCC1C(=O)O (configuration not stated)
→ -12% | -3% | -5% | 0% | -16% | -21% | 4% | 14%
- O=C1C(=O)N(Cc2cccnc2)C(c2cccc([N+](=O)[O-])c2)/C1=C(\O)c1ccc2c(c1)OCCO2 (configuration not stated)
→ 1% | -3% | 1% | i | 2% | 12% | 1% | 14%
- N#Cc1ccc(NC(=O)CCc2nc3ccccc3s2)cc1
→ -7% | 1% | 12% | -35%[inhibitor] | 11% | 4% | 0% | /
- CSCCC(NS(=O)(=O)c1ccc(Br)cc1)C(=O)OCC(=O)NC1CC1 (configuration not stated)
→ -4% | 0% | -14% | -27% | 5% | -21% | -1% | 14%
- COc1ccccc1C(=O)NC(CCSC)C(=O)OC(C)C(N)=O (configuration not stated)
→ 4% | -1% | -1% | i | 12% | 7% | 10% | -4%
- CCOC(=O)c1ccc(NC(=S)Nc2ccc(C)cc2)cc1
→ 2% | 0% | -7% | i | 0% | -23% | -4% | -1%
- CCn1c(SCC(=O)NCc2cccs2)nnc1-c1ccco1
→ 5% | 9% | 5% | i | -14% | 3% | 6% | 7%
- COCCN(C(=O)COC(=O)CCOc1cc(C)ccc1C)c1c(N)n(Cc2ccccc2)c(=O)[nH]c1=O
→ -30%[inhibitor] | -7% | 1% | i | 0% | -24% | -7% | /
- Nc1nonc1C(=O)N/N=C/c1ccc(Br)o1
→ -3% | -6% | 1% | i | 8% | 11% | 6% | -18%
- CN1C(=O)C(=O)/C(=C(/O)c2ccc(Br)cc2)C1c1ccc(F)cc1 (configuration not stated)
→ -2% | 2% | 1% | -35%[inhibitor] | 16% | -18% | 3% | 4%
- CC(C)C(NC(=O)c1ccccc1NC(=O)c1ccco1)C(=O)NNC(=O)c1ccncc1 (configuration not stated)
→ -2% | 1% | 1% | i | -18% | -6% | -5% | 17%
- O=C(NCCc1csc(-c2cccnc2)n1)c1cccc(C(F)(F)F)c1
→ / | 6% | / | -25% | ? | / | / | -3%
- COc1ccc(C(C)=O)cc1Cn1nnc(-c2ccccc2Br)n1
→ 4% | 1% | -6% | -3% | -5% | 10% | 7% | 11%

Continued.
| Compound | EPAC1 agonist | aSyn rescue | EPAC2 antagonist | PTHR1 ag | TDP43 rescue | EPAC1 antag | EPAC2 agonist | FUS suppressor |
| --- | --- | --- | --- | --- | --- | --- | --- | --- |
| O=S(=O)(NCCc1ccccc1)c1ccc(F)cc1 | 3% | 9% | 2% | ? | -7% | 16% | 3% | -6% |
| COC(=O)c1ccccc1NC(=O)CN1CCN(c2ccccn2)CC1 | 4% | 0% | -19% | -7% | -32%[inhibitor][9.22 µM] | -14% | 8% | 16% |
| Cc1c(C(=O)NC(C)c2ccc(-n3ccnc3)cc2)cccc1[N+](=O)[O-] (configuration not stated) | 1% | 0% | -2% | i | 22% | 5% | 0% | -3% |
| CCc1ccccc1N(CC(=O)N1CCN(c2ccccc2)CC1)S(C)(=O)=O | -5% | 4% | 6% | -9%[57.5 µM] | 13% | -6% | -3% | 21% |
| CCOC(=O)Cn1nc(/C=C/c2ccc(C(C)C)cc2)ccc1=O | 2% | 18% | -30% | -18% | 20µM* | ? | -8% | ? |
| O=[N+]([O-])c1ccccc1S(=O)(=O)Oc1ccc(C(=S)N2CCOCC2)cc1 | 17% | -1% | -7% | -1% | 5% | -12% | 11% | 49% |
| O=C(N/N=C/c1cccnc1)c1cc2c(ccc3ccccc32)o1 | -7% | 1% | -2% | -5%[57.5 µM] | 22% | -2% | 1% | 22% |
| Cc1ccc(CN2CCN(CC(=O)N/N=C/c3ccc(C)o3)CC2)cc1 | 5% | -5% | 0% | i | -4% | -1% | 7% | -4% |
| Cc1ccc(NC(NC(=O)c2ccccc2[N+](=O)[O-])C(Cl)(Cl)Cl)cc1 (configuration not stated) | -2% | -10% | ? | i | 23% | -22% | 0% | / |
| COc1ccc(OC)c(C2Nc3c(Cl)ccc(C(=O)O)c3C3C=CCC32)c1 (configuration not stated) | -2% | 16% | 0% | -13% | ? | ? | 5% | ? |
| CCOc1ccccc1NC(=O)COC(=O)c1ccc2ccccc2n1 | 1% | -1%[1.84 µM] | 5% | -10% | -4% | 5% | 10% | -4% |
| CCc1ccc(NC(=O)C(=O)NNC(=O)c2cccc(OC)c2)cc1 | 1% | 2% | -14% | i | 0% | -1% | -13% | -9% |
| Cc1ccc(-c2ccc(=O)n(Cc3ccc(F)cc3Cl)n2)cc1 | -10% | 22% | -21% | i | 23% | ? | -8% | 26% |
| C/C(CC(=O)Nc1cccc(Cl)c1C)=N\NC(=O)Cc1csc(N)n1 | -9% | 1% | 10% | -15% | 19% | 3% | 4% | 17% |

Some of these compounds in order of the EPAC1 antag value, lowest first.
| SMILES | EPAC1 antag |
| --- | --- |
| O=[N+]([O-])c1ccccc1S(=O)(=O)Oc1ccc(C(=S)N2CCOCC2)cc1 | -12% |
| Cc1ccc(CN2CCN(CC(=O)N/N=C/c3ccc(C)o3)CC2)cc1 | -1% |
| C/C(CC(=O)Nc1cccc(Cl)c1C)=N\NC(=O)Cc1csc(N)n1 | 3% |

Full records, quoted from the list. Screens in order: EPAC1 agonist, aSyn rescue, EPAC2 antagonist, PTHR1 ag, TDP43 rescue, EPAC1 antag, EPAC2 agonist, FUS suppressor
Listed for CCOC(=O)Cn1nc(/C=C/c2ccc(C(C)C)cc2)ccc1=O = 2%, 18%, -30%, -18%, 20µM*, ?, -8%, ?
Listed for Cc1ccc(CN2CCN(CC(=O)N/N=C/c3ccc(C)o3)CC2)cc1 = 5%, -5%, 0%, i, -4%, -1%, 7%, -4%
Listed for CCOc1ccccc1NC(=O)COC(=O)c1ccc2ccccc2n1 = 1%, -1%[1.84 µM], 5%, -10%, -4%, 5%, 10%, -4%

High-throughput results as filed in PubChem BioAssay.
